Bioassay records: PubChem BioAssay, National Center for Advancing Translational Sciences (NCATS)
D3 antag: D3 dopamine receptor (human) antagonism; max response, negative = inhibition, %; AID 652054; hit rate 2.5% among 360,000; D3R cells, DiscoveRx beta-arrestin luminescence, antagonist mode; hits give low values; in the data active = max response below about -50%; inconclusive = no clear call, values can overlap the other calls; also: % is scaled to controls: 0 for no effect and ±100 for the full control effect; mostly tested at two doses, the higher about 12 µM
Target sequence (P35462 whole entry, looked up): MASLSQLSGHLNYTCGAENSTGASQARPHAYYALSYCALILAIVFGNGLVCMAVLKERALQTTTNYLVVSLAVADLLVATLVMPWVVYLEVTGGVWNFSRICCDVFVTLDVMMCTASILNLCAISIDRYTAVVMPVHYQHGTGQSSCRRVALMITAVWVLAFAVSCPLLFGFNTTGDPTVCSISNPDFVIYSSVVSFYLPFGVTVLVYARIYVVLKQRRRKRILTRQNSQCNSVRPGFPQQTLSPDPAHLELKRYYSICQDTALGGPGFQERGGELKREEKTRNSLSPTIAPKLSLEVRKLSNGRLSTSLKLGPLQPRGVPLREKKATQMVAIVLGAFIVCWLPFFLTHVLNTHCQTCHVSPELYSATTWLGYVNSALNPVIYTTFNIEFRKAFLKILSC
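Cells expressing the human receptor were seeded at 1500 cells/well, incubated overnight at 37 degrees C in 5% CO2, then exposed to library compounds with dopamine controls for 90 minutes at 37 degrees C before luminescent detection.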
aSyn yeast inh: rescues yeast growth from alpha-synuclein toxicity | Potency, µM (series often up to 46.1 µM), for the others: at the top dose growth rescue (activation), most hits filed as activators | hit rate 0.14% among 370,000 | Yeast expressing alpha-synuclein, growth rescue, BacTiter-Glo, 24 h | AID 652106; also: potency is read from the fitted curve at half-maximal effect; % of control where 0% means no effect; nearly all actives have a fitted effect of over 65% in size
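Galactose-induced alpha-syn yeast (OD600=0.02, raffinose-pregrown) + pinned cpd, 24 hr, 30 deg C; growth by BacTiter-Glo luminescence. Growth restoration scores as activation.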
GLP-1R inv ag: acts as inverse agonist at human GLP-1 receptor; hit rate 1.6% among 410,000; Potency, µM (series often up to 38.3 µM), for inactives: top-dose activity change, negative = inhibition, usual class: inhibitors; HEK293 GLP-1R CRE-luciferase, luminescence, 24 h; GLP-1R form is constitutively active; P43220; AID 624417; also: potency is read from the fitted curve at half-maximal effect; % is scaled to controls: 0 for no effect and ±100 for the full control effect; nearly all actives have a fitted effect of over 55% in size
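Inverse agonists were sought by their lowering of basal cAMP reporter luciferase output in HEK293 cells stably carrying constitutively active human GLP-1R, after 24 h compound treatment.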
PTHR1 agonist: agonists of human PTHR1 parathyroid hormone receptor; Potency, µM (doses to about 115 µM), for inactives: top-dose activation, hits mostly activators; HEK293 GP2 PTHR1 cells, GloSensor cAMP luminescence, 1 h; hit rate 0.075% among 410,000; AID 743266; also: potency is read from the fitted curve at half-maximal effect; nearly all actives have a fitted effect of over 55% in size; some results filed as inactive show a strong effect at the top dose; inactives centre near -15; many of its hits are not listed in these tables
Target sequence (Q03431 whole entry, looked up): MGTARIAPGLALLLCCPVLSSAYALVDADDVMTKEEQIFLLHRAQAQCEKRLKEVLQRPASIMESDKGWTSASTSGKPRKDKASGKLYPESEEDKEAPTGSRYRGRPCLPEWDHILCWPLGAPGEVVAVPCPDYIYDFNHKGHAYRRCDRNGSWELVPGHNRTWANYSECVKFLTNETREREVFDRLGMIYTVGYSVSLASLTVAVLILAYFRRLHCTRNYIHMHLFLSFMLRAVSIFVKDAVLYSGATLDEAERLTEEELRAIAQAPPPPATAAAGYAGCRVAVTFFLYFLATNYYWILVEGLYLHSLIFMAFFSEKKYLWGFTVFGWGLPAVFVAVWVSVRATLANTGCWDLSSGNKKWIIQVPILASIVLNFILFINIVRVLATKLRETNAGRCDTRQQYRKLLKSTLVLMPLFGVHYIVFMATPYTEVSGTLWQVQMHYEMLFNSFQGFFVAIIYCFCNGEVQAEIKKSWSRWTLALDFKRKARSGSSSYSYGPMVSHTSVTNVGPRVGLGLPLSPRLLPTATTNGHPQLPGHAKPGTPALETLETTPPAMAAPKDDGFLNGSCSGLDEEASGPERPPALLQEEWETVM
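HEK-293-derived GP2 cells expressing PTHR1 and a GloSensor cAMP reporter, 3,000/well, plated overnight, given luciferin plus IBMX (each 0.5 mM as added) for 1 h at 37 °C, then compound for 1 h at 37 °C. Luminescence was read after 15 min at room temperature.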
KB-V1 MDR tox: kills drug-selected multidrug resistant KB-V1 cells; KB-V1 MDR cells viability, CellTiter-Glo, 72 h; hit rate 3.4% among 400,000; Potency, µM (top dose mostly 46.1 µM), for the others: at the top dose activity change, negative = cytotoxicity, actives largely listed as cytotoxic; also: potency is read from the fitted curve at half-maximal effect; % is scaled to controls: 0 for no effect and ±100 for the full control effect; nearly all actives have a fitted effect of over 60% in size
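KB-V1, DMEM (no phenol red) + 10% FBS; cpd pin-transferred, titration series; 72 h, 37 degrees C; CellTiter-Glo, luminescence. Data normalized, curve-fit.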
DRD3 agonist: D3 dopamine receptor (human) agonism | hit rate 0.58% among 410,000 | D3R DiscoveRx beta-arrestin cells, luminescence, 90 min | max activation, % | P35462 | AID 652048; in the data active = max activation above about 30%; also: 0% is about no effect; mostly tested at two doses, the higher about 12 µM
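Agonist-mode cell screen: cells plated at 1500/well and incubated overnight at 37 °C, then exposed to library compounds for 90 min at 37 °C. Detection reagent was added for 30–60 min at room temperature, and luminescence was read.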
GLP1R cytotox: cytotoxic in the GLP-1 receptor inverse agonist counter-screen | HEK293 cAMP-luciferase reporter cells, luminescence, 24 h | Potency, µM (titrated, usually from 38.3 µM), for inactives: top-dose activity change, negative = inhibition, most hits filed as inhibitors | hit rate 0.13% among 410,000 | AID 624418;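 also: loss of luciferase light is scored as toxicity; potency is read from the fitted curve at half-maximal effect; % is scaled to controls: 0 for no effect and ±100 for the full control effect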
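1536-well qHTS counterscreen of the MLSMR; 200 cells/uL, 12 h pre-incubation, 23 nL cpd, 24 h at 37 deg C 5% CO2, luciferase detection reagent, 12 min RT, luminescence. Inhibition = undesired.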
GLP-1R agonist: activates the human GLP-1 receptor; hit rate 0.007% among 380,000; AID 624172; P43220; HEK293 GLP-1R CRE-luciferase, luminescence, 4-6 h; cells express a hypersensitive GLP-1R form; Potency, µM (doses to about 45.6 µM), without a hit: top-dose activation, actives largely listed as activators; also: potency is read from the fitted curve at half-maximal effect; % of control where 0% means no effect
TDP-43 yeast inh: TDP-43 toxicity inhibition in yeast; TDP-43 expressing yeast growth rescue, BacTiter-Glo, 24 h; Potency, µM (titrated, usually from 46.1 µM), for inactives: top-dose growth rescue (activation), actives largely listed as activators; hit rate 1.8% among 410,000; also: potency is read from the fitted curve at half-maximal effect; % of control where 0% means no effect; nearly all actives have a fitted effect of over 50% in size
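Galactose-induced TDP-43 yeast, OD600=0.02, compound pinned; 24 hr, 30 deg C; BacTiter-Glo luminescence for growth. Inhibitors of TDP-43 toxicity read as activators.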
* marks the source's active call; other numbers are inactive results; i = inactive; ? = inconclusive; . = not tested or not shown; & = joins results of further samples; [ ] = dose if it differs, or a comment. Unless noted, calls follow the shape of the dose curve; as a rule, active = well fitted curve in the direction sought with a large enough effect; inconclusive = small, poorly fitted or top-dose-only effect, or another doubt; inactive = no such curve, though single readings can be large; an effect the other way counts as inactive or inconclusive. The list is partial, so the mix of outcomes need not match the whole.

canonical_smiles	aSyn yeast inh	KB-V1 MDR tox	D3 antag	DRD3 agonist	GLP1R cytotox	PTHR1 agonist	GLP-1R agonist	TDP-43 yeast inh	GLP-1R inv ag
COc1cccc2cc(C(=O)N3CCN(c4ccccn4)CC3)c(=O)oc12	-14%	?	2	-4	-14%	i	10%	4%	12%
C[C@H]1CNC(=O)c2c(C(=O)N3CCN(C(=O)OC(C)(C)C)CC3)ncn21	8%	-5%	-55*	-13	-6%	16%	-3%	2%	-9%
CC(=O)N1CCN(c2ccccc2NC(=O)c2ccc(Br)o2)CC1	-7%	?	18	3	4%	-38%[inhibitor]	14%	12%	102%[activator]
CC(C)CCNC(=O)CN(CC1CCCO1)C(=O)CCC(=O)Nc1nccs1 (stereo not drawn)	0%	-12%	0	1	76%[activator]	i	2%	1%	8%
Cc1ccc(S(=O)(=O)NCCc2nnc3ccc(SCC(=O)Nc4c(C)cc(C)cc4C)nn23)cc1	.	5%	.	7	8%	-10%	.	0%	27%
O=C(COC(=O)CCCNC(=O)c1ccc(Cl)cc1)Nc1ccc(Br)cc1	-5%	10%	-17	-9	17%	i	0%	18%	10%
Cc1ccc(C(=O)N2CCC(C(=O)c3ccc(F)cc3)CC2)cc1	-1%	?	0	1	0%	i	-1%	-38%[inhibitor]	?
O=C(Nc1cccc(S(=O)(=O)N2CCCC2)c1)c1cccnc1	-8%	4%	-1	2	5%	i	-1%	1%	8%
CC(=O)N1CCc2cc(NC(=O)C3(C)CCN3Cc3ccc(C(C)C)cc3)ccc21 (stereo not drawn)	1%	4%	25	1	-15%	-44%[inhibitor]	12%	?	?
COc1cc(C2C(C(=O)c3ccco3)=C(O)C(=O)N2Cc2cccnc2)cc(OC)c1OC (stereo not drawn)	-2%	0%	7	-6	?	-12%[57.5 µM]	0%	-23%	4%
CCC(=O)N1CCC2(CC1)Oc1ccc(Cl)cc1C(=O)C21CC(c2ccccc2)=NO1 (stereo not drawn)	14%	-10%	-4	-10	11%	-5%	-3%	-15%	-18%
Cc1c(C(C)CCCO)oc(=O)c2c1Oc1c(C)c(C(C)C[C@H](C)O)oc(=O)c1C2 (stereo partly drawn)	-1%	?	16	15	10%	12%	4%	1%	1%
O=C(c1ccc(Cl)cc1)C1CCN(Cc2ccccc2)CC1	7%	5%	-114*	-19	3%	i	-1%	-14%	?
CCOC(=O)c1c(C)[nH]c(N=Nc2ccccc2Cl)c1C	-29%	-7%	31	6	-13%	-31%[inhibitor]	29%	?	?
COc1ccc(S(=O)(=O)N(C)C)cc1NC(=O)COC(=O)Cn1cnc2ccccc2c1=O	6%[1.84 µM]	-19%	7	-17	16%	-17%	1%	-1%	21%
Cc1cc(C)n2nc(Nc3ccccc3)cc2n1	-13%	-5%	-23	-9	15%	-7%[57.5 µM]	16%	?	3%
CC1CCCCN1S(=O)(=O)c1ccc(-n2cnnn2)cc1 (stereo not drawn)	3%	24%	8	11	-4%	i	12%	-7%	12%
COc1ccc(Cc2nnc(SCC(=O)N3CCCC(C)C3)o2)cc1 (stereo not drawn)	6%	-21%	1	5	-4%	-84%[inhibitor]	-2%	15%	-4%
Cc1ccc(NC(=O)c2ccc(C(C)(C)C)cc2)cc1[N+](=O)[O-]	1%	?	14	7	-14%	-3%	-3%	3%	21%
O=C(CN1C(=O)NC2(CCCCC2)C1=O)NCCCSc1ccccc1	1%[1.84 µM]	-14%	-3	2	2%	-6%	6%	4%	-12%
COc1cc(NS(=O)(=O)c2ccc(NC(C)=O)cc2)cc(OC)c1	-8%	-4%	1	4	-18%	-38%[inhibitor]	-7%	11%	0%
O=C(Nc1ccc(Br)cc1)C1CCN(c2cnccn2)CC1	1%	?	-4	-4&-3	-10%&-1%	-28%&-69%	0%	?	-23%&-21%
COc1ccccc1CNC(=O)COC(=O)COc1ccccc1Cc1ccccc1	8%	-1%	8	1	4%	i	0%	0%	3%
CC(=O)NC(CC(=O)Oc1ccc(C)cc1Br)c1ccccc1 (stereo not drawn)	10%	1%	-2	0	-2%	-4%	-3%	-12%	-14%
CCOc1ccc(S(=O)(=O)NN2Cc3ccccc3C2=N)cc1	0%	1%	4	-4	2%	-8%	13%	-7%	3%
NC(=O)CC(NC(=O)Cc1ccc(Cl)cc1)c1ccc(NC2CCN(Cc3ccccc3)CC2)c([N+](=O)[O-])c1 (stereo not drawn)	-2%	2%	0	-1	-24%	24%	2%	-22%	-24%
COc1ccc(N2CCN(C(=O)C3CCN(S(=O)(=O)N4CCOCC4)CC3)CC2)cc1	0%	0%	19	3	3%	-36%[inhibitor][57.5 µM]	-3%	-12%	1%
Cc1cc(C)n(-c2ccc(F)cc2CN2CCN(Cc3ccccc3)C(CCO)C2)n1 (stereo not drawn)	1%	-18%	-17	-19	-13%	-18%	-3%	-5%	-23%
CC(=O)N1CCN=C1SCc1cccc(C(F)(F)F)c1	-6%	4%	74	-3	-2%	-13%[57.5 µM]	0%	17%	44%[activator]
CC(C)NC(=O)c1c(O)c2ccccc2[nH]c1=O	5%	1%	-11	-6	?	-17%[57.5 µM]	-1%	-32%[inhibitor]	?
COc1ccc(-c2cc(C(F)F)n3ncc(C(=O)Nc4cc(C)on4)c3n2)cc1	0%	-21%	-1	-5	-2%	-3%	4%	2%	3%
CC(=O)C1=C(O)C(=O)N(CCN2CCOCC2)C1c1ccccc1 (stereo not drawn)	-9%	14%	?	-30	21%	-14%[57.5 µM]	1%	-19%	0%
CC1(C)OC(=CC=Nc2ccc(Cl)cc2)OC1(C)C	0%	13%	1	-7	-4%	-19%	13%	-18%[1.82 µM]	?
COc1ccc(/C=N/Nc2nc3ccccc3c(=O)n2-c2ccccc2)cc1OC	-8%	?	23	8	?	-21%	16%	13%	-8%
COCCSc1ccccc1C(=O)Nc1nccs1	0%	-21%	2	-8	3%	-6%[57.5 µM]	-3%	-12%	-4%
CC(=O)Cn1nnc2sc(-c3ccccc3)cc2c1=O	1%	?	3	5&3	21%&5%	-35%&0%	-1%	0%&9%	50%&10%[activator]
O=C1Oc2ccccc2C(=O)/C1=C/N1CCN(c2ccccc2F)CC1	7%	-6%	-59*	-27	-3%	-5%	-1%	-4%[9.22 µM]	?
C#CCOCCOCCOCCNc1nc(N2CCN(C(=O)C([C@@H](C)O)n3cc([C@@H](N)CCCCN)nn3)CC2)nc(N2CCN(C(=O)[C@H](CCC(=O)O)n3cc([C@@H](N)CCCCN)nn3)CC2)n1 (stereo partly drawn)	3%	4%	7	4	-5%	-30%	-2%	21%	24%
O=C(N/N=C/c1cn(-c2ccccc2)nc1-c1cc2ccccc2o1)c1c[nH]c2ccccc12	-3%	2%	7	1	-22%	-11%	0%	-3%[9.22 µM]	?
CN1C(=O)CC(N2CCC(C(N)=O)CC2)C1=O (stereo not drawn)	-1%	-1%	0	-4	8%	i	4%	-16%	5%
CCNS(=O)(=O)c1ccc(CCC(=O)Nc2ccc3c(c2)OCO3)cc1	-3%	6%	3	4	7%	i	1%	7%	16%
CC1(C)C(C#N)=C(N)Oc2c1c(=O)oc1ccccc21	-1%	?	-9	-8	8%	-42%[inhibitor]	20%	23%	4%
CC(=O)Nc1ccc(NC(=O)c2ccc(NS(=O)(=O)c3cccc4cccnc34)cc2)cc1	9%	25%	0	-1	6%	i	8%	2%	16%
COc1cccc(C(=O)N2CCC(C(=O)Nc3cccc(Cl)c3)CC2)c1	.	-19%	.	10	-3%	-15%	.	?	?
O=C(CN(Cc1ccco1)C(=O)Cn1nnc(-c2cccs2)n1)NCc1ccccc1	17%	?	-3	-2	11%	-2%[57.5 µM]	-2%	-17%	-26%
Cc1cc(S(=O)(=O)N2CCCC(N(C)CCc3ccccn3)C2)c(C)cc1Cl (stereo not drawn)	0%	-10%	-12	-11	-6%	i	-3%	-3%	?
COc1cc2c(cc1NC(=O)C(C)Sc1nc3ccccc3n1C)oc1ccccc12 (stereo not drawn)	-4%	-21%	-3	-4	24%	i	0%	-3%	14%
O=C(c1cc(-c2cccc(O)c2)on1)N1CCCCCC1	-1%	-5%	-8	3	6%	-22%	10%	?	-10%
Cc1ccc(NC(=O)C2(C)CCN2Cc2ccccc2OC(F)F)cc1 (stereo not drawn)	2%	-2%	1	2	0%	-59%[inhibitor]	11%	2%	?
COC(=O)Cc1[nH]nc2c1C(c1cc(OC)c(OC)c(OC)c1)C(C#N)=C(N)O2 (stereo not drawn)	4%	11%	4	-1	-22%	5%	-7%	-10%	-2%
COc1cccc(CN2C(=O)CCC2(C)C(=O)NC2CCCC2)c1 (stereo not drawn)	-1%	3%	5	4	-10%	-24%[57.5 µM]	-11%	0%	0%
Cc1onc(-c2ccccc2)c1C(=O)N(CC(C)C)c1c(N)n(CC(C)C)c(=O)[nH]c1=O	-3%	?	0	-2	1%	27%	-2%	-7%	-12%
Cc1ccc(-n2c(N)cc(=O)nc2SCC(=O)N2CCN(c3ccccc3)CC2)cc1C	0%	.	-16	-15	-12%	-9%	0%	12%	-22%

A different layout for part of the listing above.
Cc1ccc(S(=O)(=O)NCCc2nnc3ccc(SCC(=O)Nc4c(C)cc(C)cc4C)nn23)cc1
  aSyn yeast inh: .
  KB-V1 MDR tox: 5%
  D3 antag: .
  DRD3 agonist: 7
  GLP1R cytotox: 8%
  PTHR1 agonist: -10%
  GLP-1R agonist: .
  TDP-43 yeast inh: 0%
  GLP-1R inv ag: 27%
O=C(CN1C(=O)NC2(CCCCC2)C1=O)NCCCSc1ccccc1
  aSyn yeast inh: 1%[1.84 µM]
  KB-V1 MDR tox: -14%
  D3 antag: -3
  DRD3 agonist: 2
  GLP1R cytotox: 2%
  PTHR1 agonist: -6%
  GLP-1R agonist: 6%
  TDP-43 yeast inh: 4%
  GLP-1R inv ag: -12%
